# Screening results deposited in PubChem by Johns Hopkins Ion Channel Center.
# CHT PAM – CHT positive allosteric modulators, primary screen, cell-based, membrane potential dye, choline EC20; High affinity choline transporter 1 (Homo sapiens), Q9GZV3; B-score at 10 µM; AID 488977, 2010; actives 0.49% (n = 310,000); CHT-expressing cells; hits give high values; LV-AA mutant CHT in HEK293 cells;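 active = initial fluorescence not abnormally high and integrated response B-score, plate-corrected, over 3 SD above library mean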
# Target sequence (Q9GZV3 whole entry, looked up): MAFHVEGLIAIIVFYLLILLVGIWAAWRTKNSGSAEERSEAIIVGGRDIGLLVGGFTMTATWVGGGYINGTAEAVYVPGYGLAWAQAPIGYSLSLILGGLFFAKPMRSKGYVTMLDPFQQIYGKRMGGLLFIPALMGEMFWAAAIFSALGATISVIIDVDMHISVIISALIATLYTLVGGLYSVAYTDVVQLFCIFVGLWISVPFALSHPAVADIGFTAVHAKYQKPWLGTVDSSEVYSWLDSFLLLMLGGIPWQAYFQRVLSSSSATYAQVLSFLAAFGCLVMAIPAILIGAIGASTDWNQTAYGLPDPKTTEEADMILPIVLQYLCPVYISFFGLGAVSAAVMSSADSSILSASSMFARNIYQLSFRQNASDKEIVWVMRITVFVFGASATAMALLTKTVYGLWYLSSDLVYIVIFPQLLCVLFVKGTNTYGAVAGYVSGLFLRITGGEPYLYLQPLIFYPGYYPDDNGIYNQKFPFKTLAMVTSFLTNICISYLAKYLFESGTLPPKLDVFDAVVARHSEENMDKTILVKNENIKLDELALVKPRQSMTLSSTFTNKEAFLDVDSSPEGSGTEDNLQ
# CHT block – inhibitors of human choline transporter CHT; High affinity choline transporter 1 (Homo sapiens), Q9GZV3; CHT-expressing cells, membrane potential dye, choline response; hits give low values; B-score at 10 µM; actives 0.86% (n = 310,000); AID 488975, 2010;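 active = B-score over 3 SD under the library average, and starting fluorescence ratio not unusually high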;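 also: choline stimulus applied at its EC90 after an EC20 pre-addition; B-score computed on integrated fluorescence ratio after choline addition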
# * marks the source's active call; other numbers are inactive results; i = inactive.
molecule	CHT PAM	CHT block
O=C(CCl)NC(Cc1c[nH]c2ccc(OCc3ccccc3)cc12)C(=O)O (centres undefined)	i	i
CC(C#N)Sc1nnc(-c2ccccc2F)n1C1CC1 (centres undefined)	i	i
CC(=O)Oc1ccc2c(c1)OC(c1ccccc1)CC21CC(C)(C)NC(=S)N1 (centres undefined)	i	i
COc1ccc(Br)cc1S(=O)(=O)N1CCN=C1C	i	i
COc1cc(/C=C2\C(=O)ON=C2c2ccccc2)cc(Cl)c1O	i	i
Cc1ccccc1CSc1nc2n(n1)C(c1cccs1)C1=C(CCCC1=O)N2 (centres undefined)	i	i
COCCC(=O)N1CCC(Oc2ccc(C(=O)N(C)Cc3cc(C)no3)cc2)CC1	i	i
C=CSc1sc(Cl)c(N2CCOCC2)c1[N+](=O)[O-]	i	i
c1ccc(CSc2ncnc3ccccc23)cc1	i	i
Cc1nnsc1C(=O)N1CCCC(Nc2ccc(F)c(F)c2)C1 (centres undefined)	i	i
COc1ccc(-c2cn(Cc3ccc(C(N)=O)cc3)c(CCN)n2)cc1	i	-8.1*
O=c1cc(O)c(-c2ccccc2)c(Cl)[nH]1	i	i
CC(=O)c1cccc(S(=O)(=O)N2CCCC(c3nc4c(nnn4Cc4cccc(Cl)c4)c(=O)[nH]3)C2)c1 (centres undefined)	i	i
COc1ccccc1NC(=O)C(Sc1ccccc1)c1ccccc1 (centres undefined)	i	i
CN(C)c1ncc(S(=O)(=O)c2ccc(Cl)cc2)c(-c2ccccc2)n1	i	i
CSc1ccc(/C=N/N2CCN(Cc3ccccc3Cl)CC2)cc1	i	i
CC(=O)Nc1ncc(Cc2cc(Cl)ccc2Cl)s1	i	i
CCOc1ccc(NC(=O)c2ccc(NCC(=O)N3CCCCCC3)cc2)cc1	i	i
Cc1ccc2c(c1)[nH]c1c(=O)n(CCCN3CCOCC3)cnc12	i	i
C/C(=N\O)c1ccn(S(=O)(=O)c2ccc(Cl)cc2)c1	i	i
COc1ccc2c3c(c(=O)oc2c1OCC(N)=O)CCCC3	i	i
O=C1/C(=C/c2ccc(O)c(O)c2)Oc2cc(O)ccc21	i	i
COc1ccc(C(=O)NC2CCCc3c2cnn3-c2ccccc2F)o1 (centres undefined)	i	i
CCc1ccc(Oc2cc(C)nc(N)n2)cc1	i	i
CS(=O)(=O)Nc1cccc(C(=O)CC2(O)C(=O)Nc3ccccc32)c1 (centres undefined)	i	i
Cc1ccccc1NC(=O)CN1C(=O)COc2ccc(S(=O)(=O)N3CCCC3)cc21	i	i
O=S(=O)(c1ccccc1Br)N1CCN(c2ncccn2)CC1	i	i
CCc1ccccc1NC(=O)NCc1ccccn1	i	i
CN(C)c1ccc(/C=N/NC(=O)COc2ccccc2)cc1	i	i
CC(=O)C1=C(O)C(=O)N(C2CCCCC2)C1c1ccccc1 (centres undefined)	i	i

# Structures listed above marked active in CHT block:
SMILES | CHT block
COc1ccc(-c2cn(Cc3ccc(C(N)=O)cc3)c(CCN)n2)cc1 | -8.1*

# (continued)
molecule	CHT PAM	CHT block
CCOC(=O)[C@@H]1[C@H]2COc3cc(OC)ccc3[C@@H]2N2C(=O)N(c3cccc(F)c3)C(=O)[C@]12C	i	i
O=C(c1ccco1)N1CCCN(Cc2nc(Cc3ccccc3)no2)CC1	i	i
O=C(CCCCC(=O)Nc1ccccc1)Nc1ccccc1	i	i
CCOC(=O)Cn1c2ccccc2n2nc(CCC(=O)O)c(=O)nc12	i	i
CCOC(=O)CN(C(=O)COc1ccc2c(C)cc(=O)oc2c1)c1ccc(OCC)cc1	i	i
O=C(Nc1ccc(S(=O)(=O)N2CCOCC2)cc1)c1ccc(Cl)s1	i	i
COC(=O)c1sccc1NC(=O)Nc1cccc(C)c1C	i	i
Cc1ccc(C)c(NC(=O)CN(C)C(=O)c2cccc(S(=O)(=O)N3CCN(Cc4ccccc4)CC3)c2)c1	i	i
CCOc1ccc(N=C2NC(=O)/C(=C/C(=O)OC)S2)cc1	i	i
CCN(C(=O)CSc1nnc(-c2cccs2)n1CC)C1CCS(=O)(=O)C1 (centres undefined)	i	i
Cc1cc(C)cc(N(CC(=O)Nc2ccc(-c3nc4ccc(C)cc4s3)cc2)S(C)(=O)=O)c1	i	i
COc1ccc2c(C)c(CCC(=O)NC3CC3)c(=O)oc2c1C	i	i
CCOC(=O)N1CCC(c2nc(C)sc2C(=O)O)CC1	i	i
NC(=O)CC(NC(=O)c1ccc(Br)cc1)c1ccc(N2CCN(c3ccc(F)cc3)CC2)c([N+](=O)[O-])c1 (centres undefined)	i	i
Cc1ccc(N(C(=O)C(F)(F)F)C(C(=O)NC2CCCCC2)c2ccncc2)cc1C (centres undefined)	i	i
O=S(=O)(NC1CCCCCC1)c1ccc(Br)s1	i	i
Cc1cc(NC(=O)c2cccc(S(=O)(=O)N3CCCCCC3)c2)n(-c2ccccn2)n1	i	i
Cc1occc1C(=O)Nc1cccc(C(=O)O)c1	i	i
C/C(=C\C(=O)c1ccc(Br)cc1)Nc1cccc(Cl)c1	i	i
O=C(NCc1cn2ccsc2n1)c1c(F)cccc1Cl	i	i
c1ccc2c(-c3cn4ccccc4n3)c[nH]c2c1	i	i
CCOc1ncccc1C(=O)N(CC)CC(=O)NCc1ccc(F)cc1	i	i
COc1ccc(C2(C)NC(=O)N(CC(=O)NCc3ccccc3)C2=O)cc1OC (centres undefined)	i	i
CC(=O)Oc1ccc2c3c(c(=O)oc2c1)CCCC3	i	i
COc1ccc(NC(=O)Cn2nnc(C(=O)NCc3cccs3)c2N)cc1	i	i
Cc1cc2c(cc1C)NC(c1cccnc1)C1=C(CC(C)(C)CC1=O)N2 (centres undefined)	i	i
CC1CCCN(S(=O)(=O)CCNC(=O)c2ccc3c(c2)OCO3)C1 (centres undefined)	i	i
CCCC(c1nnnn1Cc1ccco1)N1CCC(C(N)=O)CC1 (centres undefined)	i	i
CC(C)C(NC(=O)c1ccccc1F)C(=O)NCCc1ccccn1 (centres undefined)	i	i
COc1ccc(OC)c(S(=O)(=O)Nc2ccc(C(N)=O)cc2)c1	i	i
CCCOc1ccc(Cl)cc1Nc1nc(NCCO)nc(N2CCCC2)n1	i	i
CC(C)N(C(=O)CSc1nnnn1-c1ccc2c(c1)OCO2)C(C)C	i	i
COCCNC(=O)/C(C#N)=C/C(C)=C/c1ccccc1	i	i
Cc1cc(Sc2nnc(N)s2)c2ccccc2n1	i	i
O=C(Nc1ccccc1N1CCCCC1)c1ccc(-c2ccc(Cl)cc2)o1	i	i
COc1ccc(C(=O)NCCC(=O)NCc2cc(=O)n(C)c(=O)n2C)cc1	i	i
CCOC(=O)C1CCN(C(=O)Cn2nc(C)n3cccc3c2=O)CC1	i	i
COc1ccc(/C=N/NC(=O)c2ccc(N(C)S(=O)(=O)c3ccccc3)cc2)cc1OC	i	i
COc1ccccc1N(C(=O)c1snc(C(N)=O)c1N)C(C(=O)NC1CCCCC1)c1cccc(OC)c1OC (centres undefined)	i	i
Cc1cc(=S)[nH]c2c(C)cccc12	i	i
O=S(=O)(Nc1ccc(N2CCCCC2)cc1)c1ccc(F)cc1	i	i
COc1ccccc1N1CN(CCc2ccccc2)CNC1=S	i	i
CCC(c1nnnn1Cc1ccc(OC)cc1)N1CCN(c2ccc(OC)cc2)CC1 (centres undefined)	i	i
N#Cc1c(-c2ccccc2)nc(SCC(=O)N(c2ccccc2)c2ccccc2)[nH]c1=O	i	i
CCCCCc1c(C)nc(Nc2ccccc2)[nH]c1=O	i	i
CC1(C)CC(N(Cc2ccccc2)C(=O)Cc2ccccc2)CCO1 (centres undefined)	i	i
CCN(Cc1ccncc1)C(=O)CCc1ccccc1	i	i
CCN(c1ccccc1)S(=O)(=O)c1ccc(OC)c(NC(=O)CNCCc2ccccc2)c1	i	i
N/C(=N/S(=O)(=O)c1ccccc1)c1cccc([N+](=O)[O-])c1	i	i
O=C(CSc1nccn1-c1ccccc1)NCc1ccc2c(c1)OCO2	i	i
Cc1c(C(=O)NCc2ccccn2)oc2ccccc12	i	i
CC(C)(C)N1OC2CC1c1nc3ccccc3n1C2 (centres undefined)	i	i
CCN1CCN(c2nc(C)c3c(n2)CCCC3=O)CC1	i	i
O=C(CCCN1C(=O)c2cccc3cccc(c23)C1=O)NCc1cccs1	i	i
Cc1ccsc1/C=N/NC(=O)CN1CCN(S(=O)(=O)c2ccc(Br)cc2)CC1	i	i
COc1ccccc1N1CCN(C(=O)c2ccc3c(=O)n(Cc4ccc5c(c4)OCO5)c(=O)[nH]c3c2)CC1	i	i
COc1ccc(/C=N/NC(=O)c2ccc(CSc3nc(C)cc(C)n3)cc2)c(OC)c1OC	i	i
CC(=O)N/C(=C\c1ccccc1)C(=O)OCc1cc(C)ccc1C	i	i
COC(=O)C1=C[C@@H](C(=O)OC)[C@@H]2C3=C(C(=O)C2(C)C)[C@H](C)n2c(=O)n(-c4ccccc4)c(=O)n2[C@@H]3C1	i	i
CCCCOC(=O)C1Cc2ccccc2C(=O)O1 (centres undefined)	i	i

# 3 entries from above, with each value named.
> COc1ccccc1N1CCN(C(=O)c2ccc3c(=O)n(Cc4ccc5c(c4)OCO5)c(=O)[nH]c3c2)CC1
  CHT PAM = i | CHT block = i
> O=S(=O)(Nc1ccc(N2CCCCC2)cc1)c1ccc(F)cc1
  CHT PAM = i | CHT block = i
> CC1(C)CC(N(Cc2ccccc2)C(=O)Cc2ccccc2)CCO1 (centres undefined)
  CHT PAM = i | CHT block = i

# Remaining list, next part:
molecule	CHT PAM	CHT block
COc1ccc(Br)cc1/C=N/n1c(-c2ccccc2)n[nH]c1=S	i	i
CCOC(=O)Cc1c(C)nc2cc(-c3ccc(C)cc3)[nH]n2c1=O	i	i
CCCCc1cc(=O)oc2cc(C)cc(OC(C)C(=O)NCc3ccccn3)c12 (centres undefined)	i	i
CCC(C)NC(=O)C1CCC(CNS(=O)(=O)c2ccc3c(c2)N(C(C)=O)CCO3)CC1 (centres undefined)	i	i
CC(=O)Nc1ccc(NC(=O)c2sc(-c3ccccc3)nc2C)cc1	i	i
CCn1c(SCC(=O)Nc2nc(C)cs2)nnc1-c1ccncc1	i	i
Cc1ccc(-c2[nH]ncc2C(=O)c2cccc(F)c2)c(O)c1	i	i
Cc1cc(C(=O)CN2C(=O)NC(c3ccccc3)(c3ccccc3)C2=O)c(C)n1Cc1ccco1	i	i
CC(=O)Nc1cccc(CNCc2cccc(NC(C)=O)c2)c1	i	i
CCOC(=O)/C=C1\SCC(=O)N1CC(=O)NCc1cccc(Cl)c1	i	i
O=Cc1ccc(C(=O)OCC(=O)NCCC2=CCCCC2)cc1	i	i
O=C(NCCCN=C1NS(=O)(=O)c2ccccc21)c1ccncc1	i	i
CC(C)NC(=O)NC(=O)COC(=O)CCCSc1nc2ccccc2s1	i	i
COc1ccc(NC(=O)N2CCOCC2)cc1OC	i	i
O=C1C(=O)N(CCS(=O)(=O)c2ccccc2)c2ccc(F)cc21	i	i
CCOC(=O)Cc1cc(-c2ccc(F)cc2)nc2ccc3ccccc3c12	i	i
Cc1nc(N2CCN(c3ccccn3)CC2)c2c(C)c(C(=O)Nc3ccc(F)cc3)sc2n1	i	i
C/C(=N/NC(=O)c1ccc(C)s1)c1cccc(NC(=O)COc2ccc(Cl)cc2Cl)c1	i	i
O=C(CSc1n[nH]c(-c2ccncc2)n1)NCCc1ccccc1	i	i
CCn1c(Cc2ccccc2)nnc1SCC(=O)N1CCCCC1	i	i
CC(=O)N1CCc2cc(S(=O)(=O)N3CCc4ccccc4C3)ccc21	i	i
NC(=Nc1ccccc1)NC(=O)c1nc(Cl)c(N)nc1N	i	i
CC(C)(C)NC(=O)CSc1n[nH]c(=O)n1-c1ccccc1	i	i
COc1cccc(C(=O)Nc2nc3ccc(S(C)(=O)=O)cc3s2)c1	i	i
O=C1CCC(C(=O)N2CCSCC2)CN1Cc1ccc(Cl)cc1 (centres undefined)	i	i
Cc1ncc(CO)c(CO)c1O	i	i
CCOc1ccc(CCNC(=O)CCS(=O)(=O)c2ccc(C)cc2)cc1OCC	i	i
N#C/C(=C\c1ccccc1)c1ccccn1	i	i
O=C(Nc1cccc(F)c1)C1CCCN(S(=O)(=O)c2cccc3cccnc23)C1 (centres undefined)	i	i
CCOC(=O)c1cn(CC)c2ccc(Br)cc2c1=O	i	i
O=S(=O)(c1ccccc1Br)N1CCC(O)(c2cccnc2)CC1	i	i
O=c1oc2c3c4c(cc2s1)CCCN4CCC3	i	i
CCCn1nnc(NC(=O)c2ccc3c(c2)OCO3)n1	i	i
CC(=O)c1cccc(N2C(=O)C3C(C(=O)Nc4cc(C)on4)C4(C)C=CC3(O4)C2C(=O)NC(C)(C)C)c1 (centres undefined)	i	i
CCOc1ccccc1NC(=O)COC(=O)CN(C)S(=O)(=O)c1ccc(C)cc1	i	i
O=C(OCC1OC(n2cc(Br)c(=O)[nH]c2=O)C(Br)C1O)c1ccccc1 (centres undefined)	i	i
CCOC(=O)Cn1cnc2sc3c(c2c1=O)CCC3	i	i
O=C(O)CC/C(=N\NC(=O)CNC(=O)/C=C/c1ccccc1)c1ccccc1	i	i
CCC/C(O)=C1\C(=O)CCCC1=NCCc1ccc(OCC)c(OCC)c1	i	i
CC(C)=NOc1nc(N2CCOCC2)nc(N2CCOCC2)n1	i	i
